Peg3 imprint: induces erasure of genomic imprints in mouse ES cells | 110,000 compounds, 0.02% hits | Potency, µM (top dose mostly 60.7 µM), without a hit: top-dose activity change, positive = activation, most hits filed as activators | AID 1948 | mouse ES Peg3-LacZ reporter, beta-gal luminescence, 40 h;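 also: 0% = negative control wells on the plate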
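Gelatin-coated wells received 300 freshly trypsinized female ES cells with a Peg3LacZ-Neo reporter on the maternal allele, then incubated 40 hours at 37C. BetaGlo was added for 5 minutes at room temperature before a single luminescence read.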
p53ts 39C tox: kills p53ts cells at the nonpermissive temperature | Potency, µM (top dose mostly 46.1 µM), inactives show at the top dose activity change, negative = cell killing, actives largely listed as cytotoxic | AID 902 | H1299-p53A138V viability at 39C, ATP luminescence, 24 h | 130,000 compounds, 1.5% hits; also: nearly all actives have a fitted effect of over 55% in size
p53ts 32C tox: kills p53ts cells at the permissive temperature | H1299-p53A138V at 32C, ATP luminescence viability, 24 h | Potency, µM (highest dose often 46.1 µM), inactives show at the top dose activity change, negative = cytotoxicity, actives largely listed as cytotoxic | 130,000 compounds, 0.93% hits;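 also: 0% = DMSO and -100% = full killing by reference compound; nearly all actives have a fitted effect of over 55% in size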
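ATP-content luminescence (ATPlite) read-out after 24 h compound exposure at 32C in H1299-p53A138V cells (600/well). Tested up to 46 uM. Normalized to DMSO (0%) and 100 uM tamoxifen (100% killing); Hill-fit AC50.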
IkB signaling: inhibitors of IkB signaling in ABC-DLBCL cells; 110,000 compounds, 0.04% hits; Potency, µM (highest dose often 57.1 µM), inactives show at the top dose IkBa stabilization activation; ABC-DLBCL IkBa-CBG/CBR dual luciferase ratio, 4 h; response scale: scaled: untreated 0%, proteasome inhibitor 100%; active = well fitted curve in the direction sought with a large enough effect in the signal ratio, not every such curve was filed as active; inconclusive = small, poorly fitted or top-dose-only effect, or a change in a side signal; the % refers to the signal ratio;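 also: the direction sought is a rising ratio; 0% = basal untreated cells and 100% = reference inhibitor full response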
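Luminescence ratio of IκBα-fused green versus native red beetle luciferase in OCI-Ly3 cells, 4 h post-doxycycline with compound; red signal alone, scaled from basal (0%) to zero light (-100%), flagged nonspecific or cytotoxic effects.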
Starred values were filed as active, the others as inactive; ? = inconclusive; / = not tested or not shown; [ ] = dose if it differs, or a comment. Unless noted, calls follow the shape of the dose curve; as a rule, active = well fitted curve in the direction sought with a large enough effect; inconclusive = small, poorly fitted or top-dose-only effect, or another doubt; inactive = no such curve, though single readings can be large; an effect the other way counts as inactive or inconclusive. Unless noted, % is scaled to controls: 0 for no effect and ±100 for the full control effect; potency is read from the fitted curve at half-maximal effect.

Results follow in this order: Peg3 imprint | p53ts 39C tox | p53ts 32C tox | IkB signaling
COc1ccc(Cl)cc1Nc1nc2ccc(C(=O)c3ccccc3)cc2n2cnnc12
  12%[10.9 µM] | 9% | -2% | ?
COc1ccc(OC)c(NC(=O)C2CCN(S(=O)(=O)c3ccc(C)cc3)CC2)c1
  -11%[10.9 µM] | -10% | 4% | ?
CC1CN(C(=O)Nc2ccc(C(=O)NCc3ccccc3F)cc2)c2ccccc2S1 (stereo unspecified)
  -12%[10.9 µM] | -20% | 0% | ?
O=C(CSc1nc2c(cnn2-c2ccccc2)c(=O)[nH]1)c1ccc(Cl)cc1
  -2% | 2% | 5% | -0.4%
COc1ccc(OC)c(C2C(C(=O)Nc3ccc(C)cc3C)=C(C)Nc3c(C(=O)Nc4ccc(F)cc4)cnn32)c1 (stereo unspecified)
  -8%[10.9 µM] | 2% | 2% | ?
O=C(O)CCCCn1ccc(=O)[nH]c1=O
  -9%[10.9 µM] | 12%[9.22 µM] | 3%[9.22 µM] | -0.1%[11.4 µM]
COc1ccccc1CNc1nc(-c2cccnc2)nc2ccccc12
  -19% | ? | ? | -1.3%[11.4 µM]
C[C@H](CCC(=O)O)[C@H]1CC[C@H]2[C@@H]3CC[C@@H]4C[C@H](O)CC[C@]4(C)[C@H]3C[C@H](O)[C@]12C
  1% | -7% | 5%[1.84 µM] | 3.4%
COc1ccc(-c2nc(CSCC(=O)N3CCN(c4ccc(F)cc4)CC3)c(C)o2)cc1
  -16%[10.9 µM] | -16% | 5% | ?
O=C(Cn1nnc(-c2cccs2)n1)OC1CCCCC1
  / | 1% | -6% | -0.7%
CC(NC(=O)c1c2c(nc3ccccc13)C(=O)N(C1CCCCC1)C2)c1ccccc1 (stereo unspecified)
  -10%[10.9 µM] | -10% | -2% | ?
COC(=O)NC(c1ccccc1)[C@@]1(C(=O)OC)CCCC1=O (stereo partly specified)
  / | -3%[9.22 µM] | -9%[9.22 µM] | /
O=C1CC(Cc2ccccc2)C(=O)N1CCc1ccc2c(c1)OCO2 (stereo unspecified)
  -9% | 3% | -3% | -0.9%
CCOc1cc(-c2ccc(N)c(OCC)c2)ccc1N
  -8% | -1% | 8% | 0.0%
COc1ccc(Cn2nnc3c(=O)[nH]c(C4CCCN(C(=O)c5ccc(C)cc5)C4)nc32)cc1 (stereo unspecified)
  -10%[10.9 µM] | -17% | 2% | 0.6%
Cc1ccc(-c2noc(CCC(=O)Nc3ccc4c(c3)OCO4)n2)cc1
  -21% | -5% | -1% | 0.0%
O=C(CN1C(=O)c2ccccc2S1(=O)=O)Nc1ccc(S(=O)(=O)N2CCCCC2)cc1
  24% | 5% | -6% | 2.6%
COc1ccc(OC)c(C2c3c(oc4ccc(C)cc4c3=O)C(=O)N2CCCN(C)C)c1 (stereo unspecified)
  20%[10.9 µM] | -5% | 5% | ?
Cc1ccc(CNc2ncnc3onc(-c4ccc(F)cc4)c23)cc1
  -5%[10.9 µM] | -11% | 4% | ?
CCc1nnc(NC(=O)CN2CCN(C3CCCCC3)CC2)s1
  -11% | 16% | -1% | 0.4%
COc1ncc2nc(-c3ccccc3)c(=O)n(C)c2n1
  -4% | 8% | -1% | 3.0%[11.4 µM]
CCCCc1nc(NCC2CCCO2)c(C#N)c2c1COC(C)(C)C2 (stereo unspecified)
  / | 1% | -7% | /
O=C(Nc1cccc(Cl)c1)c1csnn1
  2%[10.9 µM] | 1% | 6% | 1.8%
CCOc1ccccc1NC(=O)Cn1cnc2sc(C)c(S(=O)(=O)N3CCC(C)CC3)c2c1=O
  -9%[10.9 µM] | 29% | 1% | ?
Cn1c(CNC(=O)Nc2cccc(Cl)c2)nnc1SCc1ccccc1
  -13% | -8% | 7% | 3.1%
CCC(=O)Nc1cccc(NC(=O)c2cccnc2)c1
  -4% | -1% | 1% | -0.3%
COc1ccc(-c2cc(C(=O)Nc3c(C)nn(Cc4ccccc4C)c3C)no2)cc1
  -8%[10.9 µM] | -6% | -2% | 0.3%
COc1ccc(-c2cc(C(=O)Nc3cc(C)nn3-c3ccccc3)no2)cc1OC
  -5%[10.9 µM] | -3% | 7% | -1.4%
Cc1cc(Cl)ccc1NC(=O)CCS(=O)(=O)c1ccc2c(c1)CC(C)N2C(=O)C1CC1 (stereo unspecified)
  -2%[10.9 µM] | -6% | 4% | ?
COc1ccc2c(c1)CCc1c(C(=O)Nc3cnn(Cc4ccc(Cl)cc4Cl)c3)noc1-2
  -6%[10.9 µM] | -30% | -11% | ?
COc1cccc(C(=O)Nc2c(C(N)=O)oc3ccccc23)c1
  -7% | -12% | -19% | 7.7%
Nn1c(SCC(=O)NCCC2=CCCCC2)nnc1C1CCCCC1
  -13% | 1% | 4% | 0.6%
CCOc1ccc(-c2noc(-c3ccncc3)n2)cc1OCC
  -11% | 9% | -5% | -2.9%
COc1cc(C(c2nnnn2C(C)(C)C)N2CCN(C)CC2)cc(OC)c1OC (stereo unspecified)
  -5% | -5% | 1% | 1.0%
Cc1c(Cl)c(C(=O)NC2CCCC2)nn1C
  / | 8% | -2% | /
CCOC(=O)c1ccc(CN(Cc2ccc(F)cc2)S(=O)(=O)c2cc(C(=O)Nc3ccccc3CC)ccc2F)cc1
  -24%[10.9 µM] | 20% | 12% | ?
O=C(NC1CCCC1)c1ccc(S(=O)(=O)N2CCCC2)cc1
  -1% | -3% | -8% | 0.6%
O=C(CSC1CCCCC1)N1CCN(c2ccccc2)CC1
  4% | -7% | 7% | -0.5%
Cc1sc2nc(SCC(=O)N3CCCCC3)[nH]c(=O)c2c1C
  -6% | -17% | 7% | 0.3%
CC(C)C(=O)N1CCN(c2ccc(NC(=O)c3cccs3)cc2)CC1
  / | 4% | -2% | /

Among those listed so far, 4 contain a thiophene ring, fused or not.
Results follow in this order: Peg3 imprint | p53ts 39C tox | p53ts 32C tox | IkB signaling
O=C(Cn1nnc(-c2cccs2)n1)OC1CCCCC1
  / | 1% | -6% | -0.7%
CCOc1ccccc1NC(=O)Cn1cnc2sc(C)c(S(=O)(=O)N3CCC(C)CC3)c2c1=O
  -9%[10.9 µM] | 29% | 1% | ?
Cc1sc2nc(SCC(=O)N3CCCCC3)[nH]c(=O)c2c1C
  -6% | -17% | 7% | 0.3%
CC(C)C(=O)N1CCN(c2ccc(NC(=O)c3cccs3)cc2)CC1
  / | 4% | -2% | /

Three entries out of the list, arranged by SMILES length, high to low.
Results follow in this order: Peg3 imprint | p53ts 39C tox | p53ts 32C tox | IkB signaling
COc1ccc2c(c1)CCc1c(C(=O)Nc3cnn(Cc4ccc(Cl)cc4Cl)c3)noc1-2
  -6%[10.9 µM] | -30% | -11% | ?
COc1cc(C(c2nnnn2C(C)(C)C)N2CCN(C)CC2)cc(OC)c1OC (stereo unspecified)
  -5% | -5% | 1% | 1.0%
Cc1c(Cl)c(C(=O)NC2CCCC2)nn1C
  / | 8% | -2% | /

Other compounds:
Structure | Peg3 imprint | p53ts 39C tox | p53ts 32C tox | IkB signaling
Cc1cccc(-n2ncc3c(N4CCCC4)ncnc32)c1 | -23% | 5µM* | 3.2µM* | -1.0%
Cn1c(=O)n(CCN2CCOCC2)c(=O)c2c1nc1n2CCN1c1ccccc1 | -8% | 9% | -6% | -0.2%
O=C(O)c1ccc(CSc2n[nH]c(-c3ccco3)n2)cc1 | -15% | 5% | -3% | 0.9%
Clc1ccc(CSc2nnc(-c3ccncc3)o2)c(Cl)c1 | -11% | -1% | 13% | -0.5%
COc1ccc(CNC(=O)C2CCN(S(=O)(=O)c3ccc4nc5c(c(C(=O)O)c4c3)CC(C)CC5)CC2)cc1 (stereo unspecified) | -10%[10.9 µM] | -8% | 3% | 0.6%
COc1ccccc1/C=C/c1nc(C#N)c(NC2CCCCC2)o1 | -12%[10.9 µM] | -1% | -1% | 3.6%
COc1ccc(-c2cc(C(F)(F)F)n3nc(C(=O)N4CCCC4)cc3n2)cc1 | 1% | -4% | -3% | -2.4%
O=C(NC12CC3CC(CC(C3)C1)C2)c1cc2nc(-c3ccco3)cc(C(F)(F)F)n2n1 | -6% | -16% | -19% | -0.7%
Cc1cc(NS(=O)(=O)c2ccc(NC(=O)Nc3ccccc3)cc2)no1 | -72%[inhibitor] | -8% | -11% | 2.4%
COc1cc2c(cc1OC)-c1cc(N3CCCCCC3)nc(=O)n1CC2 | -11% | 3% | 2% | -1.8%
CCC1CCCCN1C(=O)c1nn2cccnc2c1Cl (stereo unspecified) | 2% | 5% | -3% | 2.4%
O=C(c1cc(-c2ccc3c(c2)OCO3)on1)N1CCN(c2ccccc2)CC1 | -16% | -24% | ? | ?
O=C(NCc1ccccc1)c1ccc2c(c1)nc1n2CCOC1 | -3%[10.9 µM] | 3% | 1% | 1.5%
CC(C)Oc1cccc(C(=O)Nc2ccc3oc(-c4ccccc4)nc3c2)c1 | -6%[10.9 µM] | -30% | -27% | -2.6%
CCS(=O)(=O)NCc1cn2ccsc2n1 | -6% | 12% | -10% | -0.1%
COc1cc(C2=NOC(C(=O)Nc3ccc(C)cc3)C2)cc(OC)c1OC (stereo unspecified) | -9% | -16% | 12% | ?
CCN(CC)Cc1ccc(Nc2ccnc3cc(Cl)ccc23)cc1O | -31%[inhibitor] | -15% | -11% | /
Cc1cccc(N2CC(C(=O)Nc3ccc4c(c3)OCO4)CC2=O)c1C (stereo unspecified) | -5% | 0% | 8% | -1.1%
Cc1nn(-c2ccccc2)c2sc(C(=O)OCc3nnc(-c4ccccc4)o3)cc12 | -6% | 14% | 1% | ?
Cc1cccc(C(=O)Nc2cccc(C(=O)OCc3cc(=O)n4nc(C(C)C)sc4n3)c2)c1 | -6%[10.9 µM] | -12% | 1% | ?
CC(C)=N[C@H](C(=O)O)C(C)(C)S | -7%[10.9 µM] | 1%[9.22 µM] | -4%[9.22 µM] | 0.2%[11.4 µM]
COCCn1nnnc1C(C(C)C)N1CCC(Cc2ccccc2)CC1 (stereo unspecified) | -15% | 2% | 0% | 0.5%
O=C(Nc1ccc(Br)cc1)c1cccc(C(=O)Nc2ccc(Br)cc2)c1 | -8%[10.9 µM] | ? | -23% | 13%
CC(C)CCNC(=O)Cc1c(C(=O)O)[nH]c2ccc(Cl)cc12 | 2% | -4% | -7% | 1.2%
CCOC(=O)CN(C(=O)Cn1nnc2ccccc21)C(C(=O)NCCOC)c1ccccc1 (stereo unspecified) | -1% | 5% | -2% | 0.5%
O=C(Cn1nc(-c2ccccc2)ccc1=O)N1CCOCC1 | -3% | 10% | -3% | -1.0%
COc1ccccc1C1=Nn2c(nnc2C2CCCCC2)SC1 | -19% | -5% | 0% | ?
O=C(O)COc1ccc(Oc2ccccc2)cc1 | -28% | -9% | 0% | 0.5%
O=C(CCN1CCN(CCO)CC1)Nc1ccc(F)c(F)c1 | -2% | 4% | -5% | 0.2%
COc1ccccc1-c1nc2n(n1)C(c1ccccc1Cl)C(C(=O)Nc1cccnc1)=C(C)N2 (stereo unspecified) | -10%[10.9 µM] | 22% | -1% | ?
C/C(N)=C(/C#N)C(=O)COC(=O)CC1CCCC1 | -8% | 9% | -10% | -0.3%
O=C(NC1CCCC1)C(c1ccc(Cl)cc1)N1CCOCC1 (stereo unspecified) | -9% | 2% | 0% | -1.0%
CC(C)(CC(=O)Nc1ccccc1)C(=O)O | 1%[10.9 µM] | 9%[9.22 µM] | -2%[9.22 µM] | 0.7%[11.4 µM]
Cc1ccccc1/C=C1\CCCc2ccccc2C1=O | / | -27% | ? | /
CCOC(=O)N1CCC(NC(=O)c2ccc3c(c2)ncn3C2CCCC2)CC1 | -6% | -3% | -6% | -2.0%
CC(=O)OC1CC(C)N(C(=O)c2ccccc2)c2ccc(C)cc21 (stereo unspecified) | -7% | 0% | 4% | 1.8%
Nc1c(C(=O)Nc2ccccc2Br)sc2nc(-c3cccs3)ccc12 | -11%[10.9 µM] | ? | ? | 9.0%

By substructure: those above with a CF3 group.
Structure | Peg3 imprint | p53ts 39C tox | p53ts 32C tox | IkB signaling
COc1ccc(-c2cc(C(F)(F)F)n3nc(C(=O)N4CCCC4)cc3n2)cc1 | 1% | -4% | -3% | -2.4%
O=C(NC12CC3CC(CC(C3)C1)C2)c1cc2nc(-c3ccco3)cc(C(F)(F)F)n2n1 | -6% | -16% | -19% | -0.7%

From PubChem BioAssay

Compounds as they come, and some 1.7% of all compounds hit somewhere here.
